From PubChem BioAssay
Mac1 fbg enh: CD11b/CD18-fibrinogen binding enhancement; K562 CD11b/CD18 adhesion to fibrinogen, ATPlite luminescence; 0.07% of 93,000 active; activation, % at 10 µM; AID 1499;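 active = 10 µM primary screen giving 50% or more activity, confirmed by 40% or more on retest at that dose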; note: strong numbers were not always called active
CYP2C19 inh: inhibitors of human CYP2C19; 21% of 96,000 active; P33261; inhibition, % at 5 µM; CYP2C19 Supersomes, luciferin-H EGE luminescence, 30 min;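 active = CYP2C19 inhibition above a set limit at 5 µM in the primary screen, cut at about 50% in these data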;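 note: plate controls were negative control wells for no effect and 2.5 mM tranylcypromine positive control for full effect; values of inactives mirror those of a sister screen read the other way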
Target sequence (P33261 whole entry, looked up): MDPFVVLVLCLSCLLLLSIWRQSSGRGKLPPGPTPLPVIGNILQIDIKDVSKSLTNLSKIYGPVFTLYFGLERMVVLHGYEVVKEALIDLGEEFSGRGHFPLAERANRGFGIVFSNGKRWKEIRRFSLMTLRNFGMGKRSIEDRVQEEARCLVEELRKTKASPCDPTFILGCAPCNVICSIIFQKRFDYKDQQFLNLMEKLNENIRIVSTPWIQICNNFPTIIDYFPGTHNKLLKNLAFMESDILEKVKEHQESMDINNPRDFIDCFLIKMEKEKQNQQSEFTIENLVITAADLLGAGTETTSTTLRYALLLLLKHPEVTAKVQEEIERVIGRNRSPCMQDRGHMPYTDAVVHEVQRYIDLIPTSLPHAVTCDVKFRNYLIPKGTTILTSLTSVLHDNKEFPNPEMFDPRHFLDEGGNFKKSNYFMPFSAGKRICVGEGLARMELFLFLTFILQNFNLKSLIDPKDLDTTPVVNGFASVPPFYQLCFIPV
HUVEC prolif 384: blocks proliferation of human endothelial cells; HUVEC proliferation, CellTiter-Glo luminescence, 72 h; active compounds read low; 1.1% of 86,000 active; viability, % at 10 µM (by protocol);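 active = viability at or below 30%; inactive = viability above 30%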;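 note: 100% = median luminescence of DMSO-only cell control wells on each plate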
H69AR inhibit: blocks growth of human H69AR lung tumor cells | 6% of 85,000 active | AID 598 | viability, % at 10 µM | H69AR lung tumor viability, ATP luminescence, 72 h; active compounds read low;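 active = viability at or below 40%; inactive = viability above 40%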;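 note: multidrug resistant small cell line overexpressing MRP-1 efflux transporter; 100% = mean luminescence of untreated control wells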
Lung fibro prol: blocks proliferation of human lung fibroblasts. LL 47 human lung fibroblast viability, ATP luminescence; active compounds read low. viability, % at 10 µM. 1.1% of 85,000 active. AID 719;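 active = viability at or below 50% in the single dose screen; inactive = viability above 50%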;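 note: compound exposure lasted 72 h before the ATP readout; 100% = median luminescence of untreated cell-only wells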
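Times – overnight cell rest, 72 h compound treatment at 37 °C · Test system – human lung fibroblast line LL 47, low passage · Amount – 1,150 cells in each well · Controls – cell-only wells, no compound · Doses – 0.1% DMSO in all compound wells · Measured by – CellTiter-Glo luminescence · Buffer or medium – IMEM plus 15% FBS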
Mac1 fbg inh: inhibitors of human CD11b/CD18 binding to fibrinogen; K562 CD11b/CD18 adhesion to fibrinogen, ATPlite luminescence; Mn2+ added to activate the integrin; P05107+P11215; inhibition, % at 10 µM; 0.54% of 93,000 active;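 active = primary inhibition of 50% or more at 10 µM, then 40% or more on retest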; note: some results filed as inactive read as strong as hits
ERa coact pot: ER-alpha (human) coactivator binding potentiation; 1.3% of 86,000 active; AID 639; TR-FRET ERalpha-LBD/SRC-Cy5 coactivator binding, 2 h; 100 = basal binding, no effect; coactivator binding (% of control), % at 25.6 µM; P03372; in the data active = activity above about 200%;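 note: binding measured in presence of low estradiol as agonist stimulus; 0% = peptide alone without receptor and 100% = receptor with peptide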
Target sequence (P03372 whole entry, looked up, the tested form may be a part): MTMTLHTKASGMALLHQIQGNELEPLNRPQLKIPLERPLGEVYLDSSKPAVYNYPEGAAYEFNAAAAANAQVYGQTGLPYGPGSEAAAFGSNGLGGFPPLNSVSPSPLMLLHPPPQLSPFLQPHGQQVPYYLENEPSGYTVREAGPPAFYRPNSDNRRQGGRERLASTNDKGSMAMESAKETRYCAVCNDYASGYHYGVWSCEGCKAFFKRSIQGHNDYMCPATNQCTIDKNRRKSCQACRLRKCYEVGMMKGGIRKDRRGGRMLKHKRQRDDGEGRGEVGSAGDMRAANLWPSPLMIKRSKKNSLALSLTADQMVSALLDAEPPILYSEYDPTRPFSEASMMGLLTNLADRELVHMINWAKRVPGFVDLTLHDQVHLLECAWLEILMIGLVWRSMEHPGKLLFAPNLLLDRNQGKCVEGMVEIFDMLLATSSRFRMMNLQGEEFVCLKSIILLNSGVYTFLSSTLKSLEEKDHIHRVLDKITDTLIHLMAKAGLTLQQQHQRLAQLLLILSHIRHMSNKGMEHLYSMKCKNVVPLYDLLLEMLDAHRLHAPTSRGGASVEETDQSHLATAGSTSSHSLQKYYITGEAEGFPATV
ERa SRC1 inh: blocks coactivator binding to human estrogen receptor alpha. P03372. TR-FRET ER-alpha LBD / SRC-1 peptide, estradiol-bound. inhibition, % at 25.6 µM. 1.7% of 86,000 active. AID 629; in the data active = inhibition above about 50%;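 note: 0% = receptor plus peptide control and 100% = peptide only without receptor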
CYP2C19 activ: increases human CYP2C19 enzyme activity. activation factor at 5 µM. 96,000 tested, under 10 active. P33261. recombinant CYP2C19, luciferin-H EGE luminescence; active compounds read high; 0 = fully inhibited enzyme, 1 = untreated enzyme;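 active = activation factor of at least 2 at 5 µM in the primary screen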;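 note: 0 = wells with 2.5 mM tranylcypromine and 1 = vehicle-only wells; values of inactives mirror those of a sister screen read the other way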
Active calls of the source: *; nt = not tested or not shown; [ ] = dose if it differs, or a comment.

SMILES	Mac1 fbg enh	CYP2C19 inh	HUVEC prolif 384	H69AR inhibit	Lung fibro prol	Mac1 fbg inh	ERa coact pot	ERa SRC1 inh	CYP2C19 activ
O=C(Nc1cccc2cccnc12)c1ccc2c(c1)OCCO2	-1	38	75	80	91	-17	72	6	0.6
CCCC(=O)Nc1ccc(C(=O)n2nnc3ccccc32)cc1	-3	17	87	86	106	-51	147[fluorescence artefact?]	7	0.8
CCOc1ccc(C2=Nn3c(nnc3-c3cccnc3)SC2)cc1	-1	16	97	81	106	7	93	16	0.8
CCc1nnc(NC(=O)Cn2nnc(-c3ccccc3F)n2)s1	1	11	102	89	98	1	105	-3	0.9
O=S(=O)(c1cccs1)N1CCC(Cc2ccccc2)CC1	1	6	103	92	95	12	99	-14	0.9
CCOc1ccccc1N1CCN(Cc2ccc(OC)c(OC)c2)CC1	-6	8	99	88	96	-13	114	-9	0.9
CC(=O)Nc1ccc2oc(-c3cc(F)c(F)cc3Cl)nc2c1	-8	14	92	88	95	-5	123	-1[fluorescence artefact?]	0.9
COC(=O)c1ccccc1NC(=O)c1ccc(-c2ccc(Br)cc2)o1	13	2	70	93	86	-28	140	1	1
CC(C)NS(=O)(=O)c1ccc(CCC(=O)Nc2ccc3c(c2)OCO3)cc1	-3	48	87	88	113	0	108	11	0.5
Cc1cc(C)n(CCOC(=O)c2sc3ccccc3c2Cl)n1	0	26	98	105	91	-10	113	-8	0.7
CC(C)CN(C(=O)COC(=O)c1ccc2c(c1)NC(=O)CS2)C1CCS(=O)(=O)C1 (stereo not drawn)	0	5	97	82	96	2	109	2	0.9
COc1ccc(-c2nc3scc(-c4ccc(OC)c(OC)c4)c3c(=O)o2)cc1	-2	-8	nt	nt	nt	22	nt	nt	1.1
O=C1c2ccccc2C(=O)N1CC(=O)N1c2ccccc2CCc2ccccc21	-1	3	nt	nt	nt	-10	nt	nt	1
COc1ccc2nc(N3CCC(O)CC3)c(C#N)cc2c1	0	63*	95	84	99	-7	122	9	0.4
CCOCC(=O)Nc1nnc(COCC)s1	5	-6	98	90	101	-14	108	27	1.1
Cc1ccc(C)c(N2CCN(C(=O)CCc3nc4ccccc4[nH]3)CC2)c1	nt	nt	90	88	98	nt	100	-7	nt
C=CCc1ccccc1OCC(O)CN1CCN(C(=O)OCC)CC1 (stereo not drawn)	-4	12	nt	nt	nt	11	nt	nt	0.9
CC(C)OC(=O)CSc1nnc(CNc2cccc(Cl)c2)n1C	nt	nt	96	97	92	nt	95	0[fluorescence artefact?]	nt
COc1cc(S(=O)(=O)N2CCC(N3CCCCC3)CC2)ccc1-n1cnnn1	-2	-2	92	94	95	-2	105	5	1
Cc1cc(OCC(=O)O)c2ccccc2n1	1	-3	90	91	94	0	113	-7	1
CCN=C1SC(C(=O)Nc2cccc(OCC)c2)CC(=O)N1CC (stereo not drawn)	4	87*	98	98	94	3	101	5[fluorescence artefact?]	0.1
Cc1cc(=O)[nH]c2n[nH]c(-c3ccccc3)c12	-1	78*	93	84	92	-5	66	10[fluorescence artefact?]	0.2
COc1cc(C(=O)Nc2c(C)cc(C)cc2C)c(-n2cnnn2)cc1OC	-3	-4	81	78	90	-4	100[fluorescence artefact?]	6[fluorescence artefact?]	1
CCOc1ccc(-c2nnn(CC(=O)N3CCN(c4ccc(F)cc4)CC3)n2)cc1OCC	1	18	nt	nt	nt	-11	nt	nt	0.8
C=CCn1c(COc2ccccc2)nnc1SCC(=O)N/N=C/c1cc(Cl)ccc1O	1	-25	nt	nt	nt	-3	nt	nt	1.2

Structures shown so far that contain two or more sulfur atoms (2):
SMILES	Mac1 fbg enh	CYP2C19 inh	HUVEC prolif 384	H69AR inhibit	Lung fibro prol	Mac1 fbg inh	ERa coact pot	ERa SRC1 inh	CYP2C19 activ
O=S(=O)(c1cccs1)N1CCC(Cc2ccccc2)CC1	1	6	103	92	95	12	99	-14	0.9
CC(C)CN(C(=O)COC(=O)c1ccc2c(c1)NC(=O)CS2)C1CCS(=O)(=O)C1 (stereo not drawn)	0	5	97	82	96	2	109	2	0.9

(further entries)
SMILES	Mac1 fbg enh	CYP2C19 inh	HUVEC prolif 384	H69AR inhibit	Lung fibro prol	Mac1 fbg inh	ERa coact pot	ERa SRC1 inh	CYP2C19 activ
CC(NC(=O)c1ccc(Br)s1)C1CCCO1 (stereo not drawn)	-8	24	103	110	102	-1	108	8[fluorescence artefact?]	0.8
Oc1ccc(Cl)cc1-c1cc(-c2ccco2)[nH]n1	nt	10	31	44	92	nt	48	0[fluorescence artefact?]	0.9
COC(=O)C1=C2SC(C)C(=O)N2C(N)=C(C#N)C1c1ccc(OC)c(OC)c1 (stereo not drawn)	2	29	87	96	103	25	92	-15	0.7
COc1cc(-n2c(=O)c3ccccc3n(Cc3cccnc3)c2=O)cc(OC)c1OC	nt	nt	103	97	105	nt	116	-4	nt
COc1cc(NC(=O)c2ccccc2)c(OC)cc1Cl	nt	nt	68	41	90	nt	99	-7	nt
COc1nc(N)c(S(=O)(=O)c2ccccc2)cc1C#N	-6	39	nt	nt	nt	-15	nt	nt	0.6
Cc1cccc(N2CCN(C(=O)C(C)C)CC2)c1C	0	18	108	92	107	-4	97	-3	0.8
COc1ccc(Cl)c(Cn2c(NCC(C)O)nc3c2c(=O)n(C)c(=O)n3C)c1 (stereo not drawn)	-3	14	94	67	99	-12	110	-9	0.9
Cc1ccc(Oc2nc3ccccc3n3cccc23)cc1	1	5	nt	nt	nt	25	nt	nt	0.9
CCCS(=O)(=O)N1CCN(c2ccccc2F)CC1	-3	68*	93	77	105	-17	120	-6	0.3
O=C(N/N=C/c1ccc2cccc(OCc3ccccc3)c2n1)c1ccc(Cl)cc1	1	8	nt	nt	nt	3	nt	nt	0.9
O=C(Nc1cccc2nsnc12)C1CC(=O)N(c2ccccc2)C1 (stereo not drawn)	2	82*	91	86	96	-14	66[fluorescence artefact?]	12	0.2
CCn1c(NN)nc2sc3c(c2c1=O)CCC3	1	75*	102	66	109	-29	47[fluorescence artefact?]	18	0.3
CCOCCn1c(CN2CCOCC2)nc2c1c(=O)[nH]c(=O)n2C	nt	nt	103	94	103	nt	123	-7	nt
CC(=O)C1=C(C)NC(SCC(=O)c2ccc(-c3ccccc3)cc2)=C(C#N)C1c1cccnc1 (stereo not drawn)	nt	96*	59	6.2*	77	nt	355*[fluorescence artefact?]	38[fluorescence artefact?]	0
COCCN(CCOC)S(=O)(=O)c1ccc(C(=O)Nc2nnc(C)o2)cc1	-1	-18	nt	nt	nt	8	nt	nt	1.2
CCCc1nnc(NC(=O)Cn2c(=O)sc3ccccc32)s1	-2	64*	98	85	108	1	107	5[fluorescence artefact?]	0.4
O=C(N/N=C/C=C/c1ccc2c(c1)OCO2)c1ccc([N+](=O)[O-])cc1	10	2	nt	nt	nt	-16	nt	nt	1
CCOCCCNC(=S)N1C2CCC1CC(NC(=O)NC13CC4CC(CC(C4)C1)C3)C2 (stereo not drawn)	-1	7	nt	nt	nt	-7	nt	nt	0.9
CC1CC(CC(C)C(=O)Nc2nncs2)C(=O)O1 (stereo not drawn)	-3	-2	104	104	103	26	103	-8	1
Cc1ccc2[nH]c(=O)c(CN(Cc3ccco3)C(=O)c3ccncc3)cc2c1	3	100*	58	23*	83	-9	107	11	0
O=C(C1CC1)N1CCc2cc(Br)cc(S(=O)(=O)NCc3ccc4c(c3)OCO4)c21	2	67*	89	89	91	1	99	-7	0.3
CCCCCCN1CC(O)=C(c2nc3ccccc3[nH]2)C1=N	-4	59*	77	90	96	0	244*[fluorescence artefact?]	61*[fluorescence artefact?]	0.4
CC(C)(C)C(=O)OCCn1c(=O)c2cc3c(=O)n(CCOC(=O)C(C)(C)C)c(=O)c3cc2c1=O	-3	-9	99	96	108	8	110	-2	1.1
Cc1ccc2nc(NC(=O)COC(=O)CSc3nc(C)cc(C)n3)sc2c1	-1	18	nt	nt	nt	2	nt	nt	0.8
SMILES	Mac1 fbg enh	CYP2C19 inh	HUVEC prolif 384	H69AR inhibit	Lung fibro prol	Mac1 fbg inh	ERa coact pot	ERa SRC1 inh	CYP2C19 activ
CC(=O)c1cccc(NC(=O)C2CCCCC2)c1	-5	22	98	97	98	0	263*	-22	0.8
c1csc(Cc2nn3c(-c4ccncc4)nnc3s2)c1	-1	98*	81	55	94	-20	57[fluorescence artefact?]	41[fluorescence artefact?]	0
O=[N+]([O-])c1cc(-c2nnc(C34CC5CC(CC(C5)C3)C4)o2)cc([N+](=O)[O-])c1	2	-7	nt	nt	nt	-7	nt	nt	1.1
O=C(Nc1ccc(N2CCN(C(=O)c3ccccc3)CC2)c(Cl)c1)c1ccco1	-2	41	70	73	96	-2	81[fluorescence artefact?]	15	0.6
CCC/C(O)=C1\C(=O)CC(C)(C)CC1=NCCO	-3	-10	98	98	98	-7	103	22	1.1
COC(=O)c1ccc(C(=O)OC)c(NC(=O)COc2ccccc2OC)c1	1	0	85	91	91	-2	98	-13	1
CCn1c(NCCc2ccc(OC)c(OC)c2)nc2c1c(=O)n(C)c(=O)n2C	2	2	104	89	99	15	110	-6	1
Cn1c(-c2ccc(F)cc2)cnc1SCC(=O)NCc1ccco1	0	11	90	98	104	3	110	-13	0.9
CC1CCCN(C(=O)C2CCCN(S(=O)(=O)c3cccc4nsnc34)C2)C1 (stereo not drawn)	0	30	98	100	107	9	106	5[fluorescence artefact?]	0.7

Grouped by structure: the entries above with an aryl methoxy group.
SMILES	Mac1 fbg enh	CYP2C19 inh	HUVEC prolif 384	H69AR inhibit	Lung fibro prol	Mac1 fbg inh	ERa coact pot	ERa SRC1 inh	CYP2C19 activ
CCOc1ccccc1N1CCN(Cc2ccc(OC)c(OC)c2)CC1	-6	8	99	88	96	-13	114	-9	0.9
COc1ccc(-c2nc3scc(-c4ccc(OC)c(OC)c4)c3c(=O)o2)cc1	-2	-8	nt	nt	nt	22	nt	nt	1.1
COc1ccc2nc(N3CCC(O)CC3)c(C#N)cc2c1	0	63*	95	84	99	-7	122	9	0.4
COc1cc(S(=O)(=O)N2CCC(N3CCCCC3)CC2)ccc1-n1cnnn1	-2	-2	92	94	95	-2	105	5	1
COc1cc(C(=O)Nc2c(C)cc(C)cc2C)c(-n2cnnn2)cc1OC	-3	-4	81	78	90	-4	100[fluorescence artefact?]	6[fluorescence artefact?]	1
COC(=O)C1=C2SC(C)C(=O)N2C(N)=C(C#N)C1c1ccc(OC)c(OC)c1 (stereo not drawn)	2	29	87	96	103	25	92	-15	0.7
COc1cc(-n2c(=O)c3ccccc3n(Cc3cccnc3)c2=O)cc(OC)c1OC	nt	nt	103	97	105	nt	116	-4	nt
COc1cc(NC(=O)c2ccccc2)c(OC)cc1Cl	nt	nt	68	41	90	nt	99	-7	nt
COc1nc(N)c(S(=O)(=O)c2ccccc2)cc1C#N	-6	39	nt	nt	nt	-15	nt	nt	0.6
COc1ccc(Cl)c(Cn2c(NCC(C)O)nc3c2c(=O)n(C)c(=O)n3C)c1 (stereo not drawn)	-3	14	94	67	99	-12	110	-9	0.9
COC(=O)c1ccc(C(=O)OC)c(NC(=O)COc2ccccc2OC)c1	1	0	85	91	91	-2	98	-13	1
CCn1c(NCCc2ccc(OC)c(OC)c2)nc2c1c(=O)n(C)c(=O)n2C	2	2	104	89	99	15	110	-6	1
